# Bioassay records: PubChem BioAssay, The Scripps Research Institute Molecular Screening Center
# TEAD-YAP inh – TEAD-YAP interaction inhibition, primary screen, TEAD-YAP interaction inhibitor project, luminescence, HEK-TIYL cells; TEAD-Gal4/YAP UAS-luciferase luminescence; inhibition, % at 9.12 µM; hit rate 1.4% among 640,000; AID 1259422, 2018; in the data active = inhibition above about 32%;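 also: 0% = median of test compound wells and 100% = reference inhibitor wells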
# MITF primary – MITF inhibitors, primary screen, biochemical, AlphaScreen, human | Microphthalmia-associated transcription factor (Homo sapiens), O75030 | AlphaScreen MITF homodimerization, bead proximity signal | inhibition, % at 2.6 µM | hit rate 0.91% among 650,000 | AID 1259374, 2018; in the data active = inhibition above about 50%;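 also: 0% = vehicle wells with protein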
# Target sequence (O75030 whole entry, looked up): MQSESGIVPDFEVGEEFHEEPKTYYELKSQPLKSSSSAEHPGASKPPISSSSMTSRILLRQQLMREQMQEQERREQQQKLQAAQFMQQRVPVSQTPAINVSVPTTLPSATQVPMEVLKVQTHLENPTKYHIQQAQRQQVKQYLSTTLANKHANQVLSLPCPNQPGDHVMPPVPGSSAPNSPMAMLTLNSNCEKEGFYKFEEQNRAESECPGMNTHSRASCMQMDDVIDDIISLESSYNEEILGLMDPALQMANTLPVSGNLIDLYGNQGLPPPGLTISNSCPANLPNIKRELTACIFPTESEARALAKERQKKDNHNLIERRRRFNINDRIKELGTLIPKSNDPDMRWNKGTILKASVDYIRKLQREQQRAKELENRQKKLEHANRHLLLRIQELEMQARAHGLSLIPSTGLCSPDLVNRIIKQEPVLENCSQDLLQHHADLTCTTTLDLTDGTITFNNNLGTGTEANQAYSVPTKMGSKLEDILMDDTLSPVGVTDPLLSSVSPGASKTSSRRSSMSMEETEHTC
# GPR151 activ – activators of human GPR151, primary screen, cell-based, PathHunter beta-arrestin, luminescence; PathHunter beta-arrestin GPR151 cells; activation, % at 11.2 µM; hit rate 1% among 650,000; AID 1508602, 2020; in the data active = activation above about 4.9%;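 also: 0% = median of compound wells and 100% = cells with positive control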
# Target sequence (Q8TDV0 whole entry, looked up): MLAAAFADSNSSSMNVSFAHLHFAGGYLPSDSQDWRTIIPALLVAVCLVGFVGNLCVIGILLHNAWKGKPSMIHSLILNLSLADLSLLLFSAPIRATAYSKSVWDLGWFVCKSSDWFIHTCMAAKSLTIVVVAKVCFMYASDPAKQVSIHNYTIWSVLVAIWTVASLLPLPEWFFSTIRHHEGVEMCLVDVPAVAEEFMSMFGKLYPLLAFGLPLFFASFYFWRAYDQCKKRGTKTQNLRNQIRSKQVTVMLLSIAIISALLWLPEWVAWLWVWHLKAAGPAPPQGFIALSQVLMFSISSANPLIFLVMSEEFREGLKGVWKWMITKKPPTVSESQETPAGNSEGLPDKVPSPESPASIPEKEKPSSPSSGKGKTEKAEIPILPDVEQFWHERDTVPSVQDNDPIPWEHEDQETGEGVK
# FBW7 activator – FBW7 E3 ligase activators, primary screen, biochemical, AlphaScreen, human. AlphaScreen FBW7–phospho-cyclin E peptide binding, activator screen. normalized activity (activation), % at 26.1 µM. hit rate 0.13% among 650,000. AID 1259310, 2017; in the data active = normalized activity above about 1.9%;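 also: purified mutant Fbw7 with reduced substrate affinity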
# Starred values were filed as active, the others as inactive.
No.	molecule	MITF primary	TEAD-YAP inh	GPR151 activ	FBW7 activator
1	O=C1CCCN1C(=O)CSc1nnc(Nc2ccccc2)s1	3	12	-3.7	0.0
2	CCOC(=O)C1CCCCN1Cc1cc(OC)c(OC)cc1[N+](=O)[O-] (stereo not given)	23	-6	-0.1	0.8
3	CCCCOC(=O)c1ccc2c(c1)C(=O)N(c1ccccc1OC)C2=O	-4	-5	0.6	-0.1
4	CCc1ccc(NC(=O)CSC2=C(C#N)C(c3cccs3)C(C(=O)Nc3ccccc3OC)=C(C)N2)cc1 (stereo not given)	5	14	-2.2	0.0
5	COc1ccc(Nc2nnc(-c3ccc(C)c(S(=O)(=O)N4CCCCC4)c3)c3ccccc23)cc1C(N)=O	5	13	-2.7	0.5
6	CCn1ccnc1CN(C)C(=O)CC1C(=O)NCCN1Cc1ccccc1C(F)(F)F (stereo not given)	-6	14	1.1	-0.1
7	N#Cc1nc(/C=C/c2ccccc2)oc1N1CCN(C(=O)c2cccc(Cl)c2)CC1	-4	-4	0.5	-0.1
8	COCCNC(=O)c1cc(S(=O)(=O)N2CCOCC2)ccc1SCc1cccc(OC)c1OC	1	4	1.5	-0.1

# The results go on.
No.	molecule	MITF primary	TEAD-YAP inh	GPR151 activ	FBW7 activator
9	COc1ccccc1NC(=O)N1CCC2(CC1)OCc1cc(-c3ccco3)ccc1O2	19	-4	4.3	0.2
10	O=C1N[C@@H](Cc2ccc(O)cc2)C(=O)N2CCN(C(=O)c3ccccc3)C[C@H]12	-13	-12	-1.9	0.1
11	CCC(C)NC(=O)CCNS(=O)(=O)c1ccccc1F (stereo not given)	6	11	0.2	0.3
12	Cc1c(C(=O)C(=O)N2CCCCC2c2cccnc2)c2ccccc2n1C (stereo not given)	-7	-16	-0.4	-0.1
13	O=C(CSCc1ccccc1Cl)N1CCN(c2ccccn2)CC1	1	-29	-0.9	0.1
14	CCC(C)NC(=O)Cn1cc(C=O)c2ccccc21 (stereo not given)	6	-7	-0.3	0.0
15	O=C(CCC1CCCCC1)Nc1c2c(nn1-c1cccc(Cl)c1)CSC2	-1	-6	1.2	0.0
16	COc1ncc(-c2cncc(-c3ccc(N4CCN(C)CC4)nc3)n2)c(OC)n1	-1	-39	-0.8	0.0

# In the list so far, 2 contain a cyano group:
No.	molecule	MITF primary	TEAD-YAP inh	GPR151 activ	FBW7 activator
4	CCc1ccc(NC(=O)CSC2=C(C#N)C(c3cccs3)C(C(=O)Nc3ccccc3OC)=C(C)N2)cc1 (stereo not given)	5	14	-2.2	0.0
7	N#Cc1nc(/C=C/c2ccccc2)oc1N1CCN(C(=O)c2cccc(Cl)c2)CC1	-4	-4	0.5	-0.1

# Continued:
No.	molecule	MITF primary	TEAD-YAP inh	GPR151 activ	FBW7 activator
17	CC(=O)c1ccc(NC(=O)CSc2nnc(Cc3ccccc3)n2-n2cccc2)cc1	-6	1	0.2	-0.1
18	O=[N+]([O-])c1cccc(S(=O)(=O)NCCOc2ccccc2-c2ccccc2)c1	19	1	-1.4	0.0
19	Cc1ccc(SCCC(=O)NNC2CC(=O)N(c3ccc4ccccc4c3)C2=O)cc1 (stereo not given)	7	1	-0.2	0.0
20	COC(=O)c1c(OC2CCCC2)cc(=O)n2c1CCN(C(=O)c1cscn1)CC2	4	-9	0.1	0.0
21	CCN(CC(=O)Nc1ccc(C(N)=O)cc1)S(=O)(=O)c1ccccc1	11	4	-0.2	0.2
22	COc1ccc(/C=c2\sc3nc(-c4ccccc4OC)nn3c2=O)cc1OC	-14	-7	1.2	-0.3
23	O=C1NC(=S)N(c2ccccc2)C(=O)/C1=C/c1ccc(O)c(Cl)c1	23	9	0.0	0.3
24	O=c1[nH]c2ccccc2c(O)c1-c1ccccc1[N+](=O)[O-]	-6	6	3.5	-0.1

# Following part.
No.	molecule	MITF primary	TEAD-YAP inh	GPR151 activ	FBW7 activator
25	COCCn1c(=O)[nH]c2cc(C(=O)NCCN3CCCCC3C)ccc2c1=O (stereo not given)	-8	-4	-0.7	0.0
26	NC(=O)c1c(NC(=O)c2ccncc2)sc2c1CCCCCC2	13	15	-0.3	-0.4
27	O=C(O)[C@@H]1[C@@H]2C[C@@H]2CN1c1ncccc1[N+](=O)[O-]	16	15	-0.7	-0.1
28	C=C(C)[C@@H]1CC=C(CN2C[C@@H](n3cnnn3)C[C@H]2C(=O)NCCc2ccccc2)CC1	1	14	0.4	0.0
29	CCOC(=O)C(C)Oc1ccc2c(=O)c(-c3ccc(OC)c(OC)c3)c(C(F)(F)F)oc2c1 (stereo not given)	-2	5	-0.9	-0.1
30	CCOC(=O)CSc1nc2cc3c(cc2c(=O)n1CCC(=O)NCc1ccc2c(c1)OCO2)OCO3	8	-5	0.0	-0.1
31	Cc1c(C(=O)Nc2c(F)cc(F)cc2Br)sc2ncn(CC(=O)N3CCCC3)c(=O)c12	-1	4	-0.8	-0.1
32	CN1CCN(C(=O)c2ccc(-c3ccccc3)nc2NCc2cccnc2)CC1	7	2	0.9	1.4

# (listing goes on)
No.	molecule	MITF primary	TEAD-YAP inh	GPR151 activ	FBW7 activator
33	COc1cc(CN2CCNC(=O)C2CC(=O)NCCc2ccccc2F)cc(OC)c1 (stereo not given)	-4	2	1.2	-0.1
34	COc1ccccc1CN[C@H]1C[C@H]2C(=O)N[C@H]([C@H](C)O)C(=O)N2C1	3	11	2.8	0.1
35	CC(=O)Nc1ccc(/C=N/NC(=O)NC2CCCCC2)cc1	15	-1	1.2	0.3
36	COC(=O)c1ccc(-n2c(C)cc(/C=C3/NC(=O)N(c4ccccc4)C3=O)c2C)cc1	8	-4	0.2	0.7
37	COc1ccc(OC)c(N(/C(N)=N/c2nc(C)cc(C)n2)S(=O)(=O)c2ccc(NC(C)=O)cc2)c1	-14	11	-2.1	-0.1
38	CCC(=O)N1CCc2cc(S(=O)(=O)NC(C(=O)NC3CCCCCC3)C(C)C)ccc21 (stereo not given)	-12	-5	0.1	0.1
39	CC(SCc1ccccc1)C(=O)NCc1ccccn1 (stereo not given)	4	4	0.0	-0.1
40	COc1ccc(C2C3=C(CC(C)(C)CC3=O)OC3=C2C(=O)CC(C)(C)C3)cc1	-1	-11	1.5	-0.1

# (more compounds)
No.	molecule	MITF primary	TEAD-YAP inh	GPR151 activ	FBW7 activator
41	COCCCNc1nc(CN2CCC[C@H]2C(N)=O)nc2ccc(C)cc12	-16	4	-0.5	-0.2
42	Cc1ccccc1C(=O)N1CCN(c2ccc([N+](=O)[O-])c(NCCc3ccccc3)c2)CC1	4	-9	-0.3	0.5
43	CC12CCC(C(=O)NC3CCCCC3)(OC1=O)C2(C)C (stereo not given)	6	0	5.0*	-0.1
44	CC1CCCC(NC(=O)C2CCCN(S(=O)(=O)N3CCCCC3)C2)C1C (stereo not given)	1	0	-0.8	0.0
45	Cc1noc(C)c1CCC(=O)N1CCCC(C(=O)c2cccs2)C1 (stereo not given)	-2	-1	-0.6	0.0
46	CCOc1cc(C2Nc3cc(C)c(C)cc3NC3=C2C(=O)CC(C)(C)C3)cc(Cl)c1O (stereo not given)	2	-1	-0.4	0.1
47	Cc1c(Cl)cccc1NC(=O)C1CC(=O)N(c2cccc(Cl)c2C)C1 (stereo not given)	-1	1	0.6	-0.1
48	COc1ccc([C@@H]2C[C@H]3CN(c4ccccc4)C(=O)[C@]34CCCN24)c(OC)c1OC	-2	0	0.8	0.0

# Next section.
No.	molecule	MITF primary	TEAD-YAP inh	GPR151 activ	FBW7 activator
49	Cc1ccccc1OCC(=O)O/N=C(\N)c1ccccn1	-1	-43	-1.4	-0.1
50	CCOCCCNC(=O)CN1C(=O)[C@@H]2CCCN2C(=O)c2ccccc21	-19	9	-0.7	0.1
51	Cc1cc(NCCc2ccc(O)cc2)nc(Nc2nc3ccccc3n2C)n1	0	5	-0.6	0.4
52	COc1ccc(C)cc1S(=O)(=O)Nc1ccc(N2CCCCC2=O)c(C)c1	23	1	1.9	0.3
53	N#Cc1nc(COc2ccccc2F)oc1N1CCN(Cc2ccccc2)CC1	31	-8	0.1	0.0
54	Cc1ccc(Cn2c(=O)c3c(nc4n(-c5ccccc5)c(C)cn34)n(C)c2=O)cc1	13	-13	0.0	0.0
55	Clc1ccccc1C1C=C(c2cccs2)Nc2ncnn21 (stereo not given)	5	3	1.4	-0.1
56	Cc1noc(C)c1-c1ncc(C(=O)NCCO)s1	5	4	-1.4	-0.1

# Continued.
No.	molecule	MITF primary	TEAD-YAP inh	GPR151 activ	FBW7 activator
57	CC(NC=C1C(=O)OC(C)(C)OC1=O)C(=O)O (stereo not given)	11	1	0.1	0.2
58	COc1cccc2cc(-c3nc(-c4ccc(C)cc4C)cs3)c(=O)oc12	2	2	-1.4	0.5
59	O=C(/C=C/c1ccco1)Nc1ccc(Br)cc1F	6	3	0.0	0.2
60	O=C(c1ccc(S(=O)(=O)Cc2ccccc2F)c([N+](=O)[O-])c1)N1CCCCC1	7	9	-0.7	0.4
61	CC1(C)CC(=O)C2=C(C1)OC1OC(=O)CC21C (stereo not given)	13	-1	0.0	0.0
62	CCCOc1ccc(/C=C2\SC(N3CCOCC3)=NC2=O)cc1	9	13	-1.1	0.3
63	CCn1nnc(NC(=O)c2ccccc2F)n1	16	-15	-0.3	0.5
64	CCOC(=O)c1[nH]c2ccccc2c1NC(=O)CN(CC)CC	-1	1	0.3	0.5

# Next section:
No.	molecule	MITF primary	TEAD-YAP inh	GPR151 activ	FBW7 activator
65	Cc1ccc(NC(=O)CN(C)S(=O)(=O)c2ccc3c(c2)CCC(=O)N3)cc1C	-18	-6	-0.3	-0.1
66	O=C(CCc1ccccc1)Nc1c2c(nn1-c1ccc(Cl)cc1)CS(=O)(=O)C2	9	-9	0.2	-0.2
67	Cc1ccc(NC(=O)CCS(=O)(=O)c2ccc(C)cc2)cc1	8	2	1.6	-0.1
68	CCOC(=O)c1c(C=O)c2ccccc2n1C(C)C(=O)OCC (stereo not given)	2	8	-0.6	0.1
69	CCc1ccc(NC(=S)N(Cc2ccc(F)cc2)C2CCCCC2)cc1	3	0	-1.8	0.2
70	CN(Cc1cccc(Cl)c1Cl)C(=O)CN1C(=O)NC(C)(C)C1=O	-11	-4	2.6	-0.3
71	CCOC(=O)c1[nH]c(C)c(C(=O)NCCCN2CCCC2)c1C	5	-1	0.0	0.1
72	COc1ccc(-n2ncc3c(N4CCCC4)ncnc32)cc1	2	25	2.3	0.0

# Structures above that contain two or more sulfur atoms, in the order listed:
No.	molecule	MITF primary	TEAD-YAP inh	GPR151 activ	FBW7 activator
1	O=C1CCCN1C(=O)CSc1nnc(Nc2ccccc2)s1	3	12	-3.7	0.0
4	CCc1ccc(NC(=O)CSC2=C(C#N)C(c3cccs3)C(C(=O)Nc3ccccc3OC)=C(C)N2)cc1 (stereo not given)	5	14	-2.2	0.0
8	COCCNC(=O)c1cc(S(=O)(=O)N2CCOCC2)ccc1SCc1cccc(OC)c1OC	1	4	1.5	-0.1

# New compounds follow:
No.	molecule	MITF primary	TEAD-YAP inh	GPR151 activ	FBW7 activator
73	O=C(CN1CCN(c2cccc(Cl)c2)CC1)NCc1cccs1	6	-10	-0.1	0.0
74	Cc1ccc(CN2CCNC(=O)C2CC(=O)NCCSc2nccn2C)o1 (stereo not given)	-5	-4	0.7	0.0
75	CC(=O)Nc1ccc(Nc2nc(N3CCOCC3)nc3c2ncn3C(C)C)cc1	1	8	1.1	0.0
76	O=C(Nc1c2c(nn1-c1ccc(F)cc1)CSC2)c1ccc(Cl)c([N+](=O)[O-])c1	10	4	0.0	0.3
77	Cc1cccnc1C(NC(=O)C1CCN(C(=O)c2ccc(C#N)cc2)CC1)c1ccccc1 (stereo not given)	-10	6	-1.1	0.5
78	COCCn1c(SCc2cc(C(C)=O)ccc2OC)nc2cc(C(=O)OC)ccc2c1=O	-9	0	-0.8	0.2
79	CCOC(=O)C(C#N)=C1C=CN(c2ccccc2)C=C1	6	-53	-2.4	-0.1
80	O=C(COC(=O)c1cc2ccccc2cc1O)Nc1cccc2nsnc12	-11	-4	0.4	0.0

# Grouped by structure, those above with a CF3 group.
No.	molecule	MITF primary	TEAD-YAP inh	GPR151 activ	FBW7 activator
6	CCn1ccnc1CN(C)C(=O)CC1C(=O)NCCN1Cc1ccccc1C(F)(F)F (stereo not given)	-6	14	1.1	-0.1
29	CCOC(=O)C(C)Oc1ccc2c(=O)c(-c3ccc(OC)c(OC)c3)c(C(F)(F)F)oc2c1 (stereo not given)	-2	5	-0.9	-0.1

# A few values from the list:
# compound 80 @ FBW7 activator = 0.0
# compound 79 @ TEAD-YAP inh = -53
# compound 77 @ GPR151 activ = -1.1
# compound 74 @ FBW7 activator = 0.0
# compound 73 @ TEAD-YAP inh = -10
# compound 78 @ MITF primary = -9
# compound 75 @ MITF primary = 1

# Remaining list, next part.
No.	molecule	MITF primary	TEAD-YAP inh	GPR151 activ	FBW7 activator
81	CC(C)(C)C1CCC(=NNC(=O)C2COc3ccccc3O2)CC1 (stereo not given)	-3	-1	-0.6	0.0
82	Cc1ccc2c(c1)N(CC(=O)N1CCCCCC1)C(=O)c1cccnc1O2	4	8	0.1	0.2
83	O=C(c1cnccc1Nc1ccc2[nH]ncc2c1)N1CCCC(O)C1 (stereo not given)	4	5	0.5	-0.1
84	CC(C)C(=O)Nc1ccc(S(=O)(=O)Nc2nccs2)cc1	5	1	-0.4	0.3
85	CC1=C(C(N)=O)C(c2cccc(Br)c2)n2nc(-c3ccccc3)nc2N1 (stereo not given)	11	4	-1.6	-0.1
86	CCOC(=O)C1=C(C)NC(C)=C(C(=O)OCC)C1c1cn(-c2ccccc2)nc1-c1ccc(OC)c(Br)c1	-5	-9	-0.5	0.1
87	CCc1ccccc1NC(=O)CSc1nnc(CN2CCOCC2)n1C	-4	5	0.4	-0.2
